Pin1 inh – qHTS Assay to Find Inhibitors of Pin1 | 0.009% of 390,000 active | AID 504891, 2011 | Pin1 FP peptide displacement, HiFluor488, 10 min | Potency, µM (top dose mostly 115 µM), inactives show at the top dose activity, negative = inhibition, hits mostly inhibitors; active = well fitted inhibition curve with a large enough effect in the polarisation, with a control signal flat, not every such curve was filed as active; inconclusive = small, poorly fitted or top-dose-only effect, or effect the other way, or a change in a side signal; inactive = no such curve, though single readings can be large or run the other way; the % refers to the polarisation; note: potency is the fitted concentration of half-maximal effect; % is set by controls: 0 for no effect and ±100 for the full control effect
Target sequence (Q13526 whole entry, looked up): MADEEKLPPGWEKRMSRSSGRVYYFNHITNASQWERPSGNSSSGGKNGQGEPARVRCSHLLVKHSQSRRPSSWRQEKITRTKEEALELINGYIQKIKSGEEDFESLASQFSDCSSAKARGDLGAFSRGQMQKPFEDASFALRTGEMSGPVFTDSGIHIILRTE
HP1b binding inh – HTS for Inhibitors of HP1-beta Chromodomain Interactions with Methylated Histone Tails. Chromobox protein homolog 1 (Homo sapiens), P83916. AlphaScreen HP1-beta / biotin-H3K9me3 peptide binding. Potency, µM (highest dose often 114 µM), for inactives: at the top dose activity change, negative = inhibition, usual class: inhibitors. 0.56% of 390,000 active. AID 540317, 2011; note: potency is the fitted concentration of half-maximal effect; nearly all actives have a fitted effect of over 70% in size; inactives centre near 23
Target sequence (P83916 whole entry, looked up): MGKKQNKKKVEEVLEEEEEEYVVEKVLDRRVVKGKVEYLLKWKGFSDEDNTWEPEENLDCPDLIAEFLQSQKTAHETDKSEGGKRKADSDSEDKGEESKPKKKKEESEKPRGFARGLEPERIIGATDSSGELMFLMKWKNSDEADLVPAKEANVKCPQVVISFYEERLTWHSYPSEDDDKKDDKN
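AlphaScreen: HP1-beta (50 nM) preformed 30 min with biotin-H3(1-18)K9me3 peptide (50 nM) in PBS pH 7.4, 0.01% Tween-20. Compound added for 30 min at RT, then streptavidin donor/nickel chelate acceptor beads (10 ug/mL) for 30 min.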
PGK inhibitor – qHTS Assay to Find Inhibitors of Phosphoglycerate Kinase | Potency, µM (titrated, usually from 57.5 µM), for the others: at the top dose activity change, negative = inhibition, actives largely listed as inhibitors | AID 602233, 2012 | Phosphoglycerate kinase, glycosomal (Trypanosoma brucei brucei), P07378 | PGK/GAPDH coupled, Kinase-Glo luminescence, 60 min | 0.043% of 380,000 active; note: potency is the fitted concentration of half-maximal effect; % is set by controls: 0 for no effect and ±100 for the full control effect; nearly all actives have a fitted effect of over 60% in size
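Luminescent ATP detection (Kinase-Glo Plus) follows a 60-minute room-temperature incubation, with wells lacking PGK as controls. Buffer: 100 mM TEA (pH 7.6), 5 mM MgCl2, 0.01% Tween-20. Coupling enzyme GAPDH (100 nM final) supplies unstable 1,3-BPG in-well.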
G9a inh – qHTS Assay for Inhibitors of Histone Lysine Methyltransferase G9a | Histone-lysine N-methyltransferase EHMT2 (Homo sapiens), Q96KQ7 | Potency, µM (highest dose often 102 µM), without a hit: at the top dose activity, negative = inhibition, usual class: inhibitors | G9a H3K9 monomethylation, AlphaScreen, 2 h | 8.8% of 350,000 active | AID 504332, 2011; note: potency is the fitted concentration of half-maximal effect; % is set by controls: 0 for no effect and ±100 for the full control effect; nearly all actives have a fitted effect of over 75% in size
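Readings reflect AlphaScreen signal from monomethyl-H3K9 antibody detection. HMT at 20 nM; substrate b-H3K9 500 nM; cofactor SAM 20 uM; 2 h RT reaction; compounds tested as titrations in qHTS with 15 min preincubation.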
PI4K2A block – qHTS for small molecular inhibitors of PI4K2A | Phosphatidylinositol 4-kinase type 2-alpha (Homo sapiens), Q9BTU6 | 0.13% of 420,000 active | AID 1346378, 2018 | activity change, negative = inhibition, % at 76.9 µM | purified PI4K2A, ADP-Glo luminescence, 1 h; hits give low values; in the data active = activity change below about -50%; inconclusive = mostly about -30% to -49%;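 note: -100% = wells without enzyme as full effect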
Target sequence (Q9BTU6 whole entry, looked up): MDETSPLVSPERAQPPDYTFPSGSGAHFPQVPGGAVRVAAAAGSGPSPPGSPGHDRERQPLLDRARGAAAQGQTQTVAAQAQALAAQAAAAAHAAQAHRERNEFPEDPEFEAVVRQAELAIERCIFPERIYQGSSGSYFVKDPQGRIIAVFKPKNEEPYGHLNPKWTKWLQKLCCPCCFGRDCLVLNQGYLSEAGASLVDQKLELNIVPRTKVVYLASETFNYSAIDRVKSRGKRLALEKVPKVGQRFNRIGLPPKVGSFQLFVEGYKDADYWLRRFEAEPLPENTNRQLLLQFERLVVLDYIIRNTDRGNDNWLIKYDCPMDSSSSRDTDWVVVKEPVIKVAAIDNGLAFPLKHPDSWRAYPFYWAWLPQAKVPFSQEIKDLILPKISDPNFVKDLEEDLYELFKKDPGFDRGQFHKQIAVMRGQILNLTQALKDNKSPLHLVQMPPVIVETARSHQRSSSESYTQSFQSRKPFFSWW
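ADP-Glo luminescence measured ADP generated by PI4K2A enzyme (4 ug/mL before mixing) with 1.2 mM PI substrate (pre-mix) and 300 microM ATP (pre-mix). Tris pH7.5 buffer with MgCl2, Triton X-100; 1 h reaction at ambient temperature.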
POLH inh – qHTS for Inhibitors of Polymerase Eta | DNA polymerase eta (Homo sapiens), Q9Y253 | recombinant Pol eta, fluorescent DNA replication assay | Potency, µM (top dose mostly 114 µM), for the others: at the top dose activity change, negative = inhibition, usual class: inhibitors | 1.2% of 390,000 active | AID 588591, 2011; note: potency is the fitted concentration of half-maximal effect; % is set by controls: 0 for no effect and ±100 for the full control effect
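Pol eta at 10 nM preincubated with compounds 15 min at room temperature; reaction started with fluorescent substrate (50 nM final) and read kinetically at 0 and 10 min.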
BAZ2B inh – qHTS Assay for Inhibitors of BAZ2B; 4.4% of 360,000 active; AlphaScreen BAZ2B-H3K14Ac peptide displacement; Potency, µM (titrated, usually from 114 µM), for the others: at the highest dose activity change, negative = inhibition, usual class: inhibitors; note: potency is the fitted concentration of half-maximal effect; % is set by controls: 0 for no effect and ±100 for the full control effect; nearly all actives have a fitted effect of over 60% in size
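BAZ2B (50 nM) with biotin-H3(5-23)K14Ac peptide (50 nM) in PBS pH 7.4, 0.01% Tween-20, preformed 30 min, then compound 30 min at room temperature; top concentration 110uM. AlphaScreen streptavidin donor/nickel chelate acceptor beads (10 ug/mL final), 20 min dark, signal read.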
JMJD2A Tudor – qHTS Assay for Inhibitors of JMJD2A-Tudor Domain. Lysine-specific demethylase 4A (Homo sapiens), O75164. 4.4% of 390,000 active. AID 504339, 2011. AlphaScreen JMJD2A-Tudor / H3K4me3 peptide binding. Potency, µM (titrated, usually from 114 µM), for inactives: top-dose activity change, negative = inhibition, actives largely listed as inhibitors; note: potency is the fitted concentration of half-maximal effect; % is set by controls: 0 for no effect and ±100 for the full control effect; nearly all actives have a fitted effect of over 50% in size
GLS inhibitor – qHTS for Inhibitors of Glutaminase (GLS); Glutaminase kidney isoform, mitochondrial (Homo sapiens), O94925; GLS enzymatic activity, qHTS titration; Potency, µM (top dose mostly 45.5 µM), for the others: top-dose activity change, negative = inhibition, usual class: inhibitors; 0.21% of 410,000 active; note: potency is the fitted concentration of half-maximal effect; % is set by controls: 0 for no effect and ±100 for the full control effect
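Human kidney-isoform GLS in 45 mM KH2PO4 pH 8.2, 0.02% Tween-20, with compound, started with 1mM L-Glutamine (added stock). Glutamate oxidase/HRP/Amplex red coupled fluorescence read at start and after 30 min at RT.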
Starred values were filed as active, the others as inactive; i = inactive; ? = inconclusive; nt = no result given; & = joins results of further samples; [ ] = remark or other dose. Unless noted, calls come from the whole dose curve; as a rule, active = well fitted curve in the direction sought with a large enough effect; inconclusive = small, poorly fitted or top-dose-only effect, or another doubt; inactive = no such curve, though single readings can be large; an effect the other way counts as inactive or inconclusive.

SMILES | Pin1 inh | HP1b binding inh | PGK inhibitor | G9a inh | PI4K2A block | POLH inh | BAZ2B inh | JMJD2A Tudor | GLS inhibitor
COc1cc(C2C(C(=O)/C=C/c3ccccc3)=C(O)C(=O)N2c2ccccn2)ccc1O (stereo not given) | -5% | 8% | i | nt | -3 | -11% | -31% | -27% | 23%
CCCC(=O)Nc1sc(C)c(-c2ccc(OC)cc2)c1C#N | 8% | 14% | -11% | 23%[59 µM] | 2 | -4% | 11% | 10% | 0%
CCO[C@H]1OC(C(=O)NC2CC2)=C[C@@H](C)[C@@H]1CCCO | -5% | 37% | 5% | -5%[59 µM] | -3 | -12% | -2% | -9% | 0%
Cc1ccc(NS(=O)(=O)c2ccc3[nH]c(=O)[nH]c3c2)cc1 | 4% | 43%[activator] | i | 7%[59 µM] | -3 | -7% | -11% | -11% | -4%
COc1ccc(-c2cc(C(F)(F)F)n3nc(C(=O)Nc4cc(C)on4)cc3n2)cc1OC | 24% | 36% | i | -32%[59 µM] | -1 | -7% | 2% | 2% | -2%
COc1ccc(Br)cc1CN(C)C(=O)c1cc(Cl)c2c(c1)OCCO2 | 1% | 43%[activator] | -3% | -5% | -5 | -21% | -14% | -16% | -2%
Cc1ccc(-c2cc(C(=O)NCc3ccco3)no2)cc1 | 12% | 20% | 20% | 4%[59 µM] | 0 | -1% | 5% | -12% | 4%
CCc1cc2c(=O)n(-c3ccccc3)c(=S)[nH]c2s1 | 6% | -6% | i | ? | 2 | 2% | 6% | -24% | -1%
COc1cc(C(=O)NCc2nnc(SCC(=O)NC3CCCC3)o2)cc(OC)c1OC | 5% | 45%[activator] | 5% | 2%[0.501 µM] | 3 | 1% | -2% | -1% | -1%
COC1CC(=O)C2OC(c3ccccc3)OCC2O1 (stereo not given) | nt | nt | ? | nt | 3 | -18% | nt | nt | 0%
CCOc1ccccc1NS(=O)(=O)c1cccc2nsnc12 | -4% | 3% | 6% | ? | -9 | -6% | -36% | -23% | 8%
O=[N+]([O-])c1ccc(Cl)c(S(=O)(=O)N2CCCCCC2)c1 | 12% | -4% | 1% | -9%[59 µM] | 1 | -23% | ? | -32% | 6%
COc1cc(OC)c(C2N(c3ccc(Cl)c(Cl)c3)C(=O)C3CCCN32)cc1OC (stereo not given) | -3% | -2% | -4% | ? | 3 | -12% | -6% | ? | 6%
O=C(CN(C(=O)c1csnn1)c1ccc(F)c(Cl)c1)NCc1ccc(F)cc1 | -1% | 23% | 2% | -4% | 2 | -26% | -2% | 0% | -2%
CC(C)(C)C1=CC(=O)C(N2CCOCC2)=CC1=O | 3% | ? | 8% | ? | -5 | -9% | 50µM* | -34% | 7%

Sorted by heavy-atom count (lowest first): part of the list above.
SMILES | Pin1 inh | HP1b binding inh | PGK inhibitor | G9a inh | PI4K2A block | POLH inh | BAZ2B inh | JMJD2A Tudor | GLS inhibitor
CCO[C@H]1OC(C(=O)NC2CC2)=C[C@@H](C)[C@@H]1CCCO | -5% | 37% | 5% | -5%[59 µM] | -3 | -12% | -2% | -9% | 0%
Cc1ccc(NS(=O)(=O)c2ccc3[nH]c(=O)[nH]c3c2)cc1 | 4% | 43%[activator] | i | 7%[59 µM] | -3 | -7% | -11% | -11% | -4%
CCOc1ccccc1NS(=O)(=O)c1cccc2nsnc12 | -4% | 3% | 6% | ? | -9 | -6% | -36% | -23% | 8%
O=C(CN(C(=O)c1csnn1)c1ccc(F)c(Cl)c1)NCc1ccc(F)cc1 | -1% | 23% | 2% | -4% | 2 | -26% | -2% | 0% | -2%
COc1cc(OC)c(C2N(c3ccc(Cl)c(Cl)c3)C(=O)C3CCCN32)cc1OC (stereo not given) | -3% | -2% | -4% | ? | 3 | -12% | -6% | ? | 6%
COc1ccc(-c2cc(C(F)(F)F)n3nc(C(=O)Nc4cc(C)on4)cc3n2)cc1OC | 24% | 36% | i | -32%[59 µM] | -1 | -7% | 2% | 2% | -2%

Following part
SMILES | Pin1 inh | HP1b binding inh | PGK inhibitor | G9a inh | PI4K2A block | POLH inh | BAZ2B inh | JMJD2A Tudor | GLS inhibitor
COc1cc(OC)c(OC)cc1CNc1nnnn1C | -8% | 16% | i | 60%[activator] | -11 | 1% | -2% | -12% | 6%
O=C(O)c1cc(N2C(=O)C=CC2=O)cc(N2C(=O)C=CC2=O)c1 | nt | 5.6µM* | ? | nt | -24 | 2.2µM* | nt | 2.2µM* | ?
CS(=O)(=O)c1ccc(Cl)c(NC(=O)COC(=O)CNC(=O)c2ccc(Br)o2)c1 | -5% | 31% | -7% | -6%[12.7 µM] | 10 | -7% | -3% | -4% | -10%
CCc1ccc(CNC(=O)C2COc3ccc(OC)cc3C2)cc1 (stereo not given) | -1% | 14%[57 µM] | 4% | 13%[59 µM] | 1 | -9% | 0% | -9% | 5%
COc1cccc(-n2cc3c(=O)n(C)c(=O)n(C)c3c2)c1 | 1% | 27% | 2% | 35µM* | -3 | -20% | ? | -6% | -4%
COc1cccc(CN2C(=O)c3ccccc3Sc3ccc(C(=O)NCc4ccccc4)cc32)c1 | 25% | 28% | -3% | -1%[59 µM] | -1 | -22% | nt | -6% | -4%
CC(C)CCN(Cc1ccco1)C(=O)c1cc2c(s1)-c1ccccc1OC2 | 17% | 146%[activator] | -2% | 134%[activator][59 µM] | 0 | -12% | 107%[activator] | 124%[activator] | 4%
COc1ccccc1NC(=O)c1oc2ccccc2c1NC(=O)c1ccccc1C(F)(F)F | 1% | 11% | i | 1%[59 µM] | 1 | 2% | -13% | -19% | -12%
Cc1nn2cc(-c3ccccc3)nc2s1 | -4% | 51%[activator] | ? | -12% | -21 | -8% | -3% | -10% | -1%
C=CCOc1cccc(C2C(C(=O)c3ccco3)=C(O)C(=O)N2Cc2ccncc2)c1 (stereo not given) | 4% | 53%[activator] | i | ? | -1 | 4% | -28% | -6% | -1%
COC(=O)c1ccccc1NC(=O)N[C@@H](C)C(=O)OC | 0% | 5% | nt | 10%[12.7 µM] | 8 | 1% | -1% | -2% | -12%
Cc1ccc(NS(=O)(=O)c2ccc3c(c2)n(C)c(=O)n3C)cc1C | -3%&4%&30% | 21%&48% | -7%&0% | ? | 5&-1 | -13%&-16% | ? | -24%&-21%&1% | -1%&3%
O=C(Cn1[nH]c(=O)c2ccccc2c1=O)NCc1cccnc1 | 4% | 54%[activator] | 7% | ? | -1 | -7% | nt | -15% | -6%
CC(=O)Nc1nc(-c2ccccc2)nc(C)c1C(C)=O | 0% | 34% | -10% | 4%[12.7 µM] | -9 | 2% | 6% | ? | 2%
c1ccc(-n2nnc(-c3nccs3)n2)cc1 | -1% | 41%[activator] | -13% | nt | -10 | 3% | nt | -29% | 2%
CC(=O)c1cccc(S(=O)(=O)N(Cc2cc3cc4c(cc3[nH]c2=O)OCCO4)CC2CCCO2)c1 (stereo not given) | 3% | 35% | nt | ? | 2 | -16% | 5% | -9% | -5%
Cc1cc(C(=O)N2CCN(c3ccc([N+](=O)[O-])cc3)CC2)n[nH]1 | 0% | 37% | -4% | -1% | 3 | 0% | -31% | -18% | -3%
Cc1cc(F)ccc1NC(=O)C1CCN(C(=O)c2cnn(-c3ccccc3)c2-n2cccc2)CC1 | -3% | 28% | -3% | 2%[59 µM] | 2 | -19% | 0% | 5% | 1%
Cc1ccc(C(=O)OCC(=O)NCCc2ccccc2)cc1C | ? | 60%[activator] | 10% | -47%[12.7 µM] | -5 | -5% | 6% | 1% | 3%
Cc1cc(C)n(C(=O)c2ccc([N+](=O)[O-])cc2N)n1 | -2% | 46%[activator] | 4% | 18% | -6 | -23% | -15% | -1%[57.1 µM] | -4%
O=C(CCNS(=O)(=O)c1ccccc1C(F)(F)F)N1CCN(C(c2ccccc2)c2ccccc2)CC1 | 64%[activator] | 8% | 3% | 13% | 1 | -9% | 6% | -17% | 1%
CCc1ccccc1NC(=O)COC(=O)C1CC(=O)N(c2ccc(F)cc2)C1 (stereo not given) | -8% | 10% | -3% | ? | 7 | -7% | 10% | -6% | ?
O=C(NCCc1ccc(F)cc1)C(=O)NCC(c1ccc2c(c1)OCO2)N1CCOCC1 (stereo not given) | -5% | 3%[57 µM] | 4% | -18%[59 µM] | 3 | -1% | -18% | -5% | 4%
COc1ccccc1NC(=O)CSC1=Nc2ccccc2C2=NC(CCC(=O)NCc3ccco3)C(=O)N12 (stereo not given) | -1% | 11% | -2% | 5%[59 µM] | -2 | -24% | -18% | -25% | -3%
O=S(=O)(Nc1ccc(C(F)(F)F)cn1)c1ccccc1 | 3% | 32% | -5% | nt | -2 | -9% | -1% | -2% | 0%
Nc1ncc(-n2cncn2)c(-c2ccccc2)n1 | 3% | 19% | i | 3% | 1 | -4% | -11% | -4% | -1%
Cc1cccc(C(=O)NC(C)C(c2cccs2)N2CCOCC2)c1 (stereo not given) | ? | 28% | 4% | -2% | -4 | -24% | -10% | -12% | -2%

A portion of the library, so the mix of outcomes need not match the whole.
